MrgX1 antagonist: blocks BAM8-22 activation of human MrgX1 receptor. MRGX1-HEK293 calcium flux, Fluo-4, BAM8-22 antagonism; stronger effect = lower value. Q96LB2. B-score at 10 µM. 310,000 tested, 1.3% active;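 active = calcium-response B-score plate-corrected more than 3 library SD below zero, starting fluorescence within 5 deviations, no agonist response on first addition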;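 also: peak minus trough fluorescence over baseline after final BAM8-22 challenge near maximal dose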
Target sequence (Q96LB2 whole entry, looked up): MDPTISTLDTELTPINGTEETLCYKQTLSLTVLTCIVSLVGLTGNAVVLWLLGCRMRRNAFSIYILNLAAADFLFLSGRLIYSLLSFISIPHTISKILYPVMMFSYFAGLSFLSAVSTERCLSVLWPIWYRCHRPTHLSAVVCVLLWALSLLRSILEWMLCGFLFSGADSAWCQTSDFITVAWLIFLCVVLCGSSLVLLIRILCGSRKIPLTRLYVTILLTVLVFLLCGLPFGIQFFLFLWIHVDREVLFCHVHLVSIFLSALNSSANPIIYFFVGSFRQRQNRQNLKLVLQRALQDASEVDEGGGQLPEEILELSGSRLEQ
TRPC4 potent: allosteric potentiators of mouse TRPC4 channel | B-score at 10 µM | HEK293 TRPC4beta/mu-opioid, DAMGO EC20, Fluo-4 Ca2+ flux; stronger effect = higher value | 310,000 tested, 0.42% active | Q9QUQ5;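 active = B-score of calcium response area above 5 SD of library B-scores, with initial fluorescence ratio within 5 SD of library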;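 also: B-score of integrated fluorescence ratio over time as area under calcium response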
TRPC6 inh: inhibitors of mouse TRPC6 channel; Q61143; HEK293-TRPC6, membrane potential dye, ACh-evoked depolarization; stronger effect = lower value; B-score at 10 µM; 310,000 tested, 1.1% active;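 active = B-score under library mean minus 3 SD, initial fluorescence not abnormally high, positive integrated signal ratio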;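 also: B-score derived from integrated fluorescence ratio over the kinetic read; more negative B-score means stronger inhibition of depolarization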
ANO1 block: blocks the mouse calcium-activated chloride channel TMEM16A. Q8BHY3. HEK293 TMEM16A/YFP iodide influx fluorescence, ionomycin. normalized B-score (activity score, 25-100; higher = stronger inhibition) at 10 µM. 310,000 tested, 1.2% active. AID 588511;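 active = ratio plate-corrected score three or more library SD toward inhibition, starting fluorescence score within five deviations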;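 also: score derived from kinetic fluorescence span divided by baseline fluorescence per well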
TRPC4 block: blocks the mouse TRPC4 cation channel. 300,000 tested, 0.39% active. HEK293 TRPC4beta/mu-opioid, DAMGO-evoked Fluo4 calcium flux; stronger effect = lower value. B-score at 10 µM. AID 2247;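 active = B-score over 3 SD under the library average, no early fluorescence shift, positive overall ratio signal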
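Assay system: HEK293 cells with stable TRPC4beta plus mu-opioid receptor expression; Probe or stimulus: DAMGO in two steps, submaximal then maximal; Dosing: single-point compound dosing; Measured by: Fluo4 calcium-dye fluorescence, kinetic read; Read-out basis: B score from integrated Fluo4 fluorescence ratio.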
MrgX1 ag: agonists of human MrgX1 receptor. Q96LB2. MrgX1-HEK293 cells, Fluo-4 calcium fluorescence, agonist mode; stronger effect = higher value. B-score at 10 µM. 310,000 tested, 0.44% active. AID 588627;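 active = calcium response B-score plate-corrected fluorescence ratio at least 3 library SD, with starting fluorescence B-score inside 5 SD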
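Material: MrgX1-expressing HEK293 cells; input: 15,000 cells per well; doses: test compound given as first of three sequential additions; schedule: overnight plating before 1 h dye loading; technique: Fluo-4 NW calcium-flux fluorescence, kinetic read; evaluation: baseline-normalised fluorescence change ratio, B-scored; control set: plate-wise positive and negative controls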
TRPC4 act: TRPC4 (mouse) channel activation; HEK293 TRPC4beta/mu-opioid, Fluo4 calcium fluorescence; stronger effect = higher value; B-score at 10 µM; 310,000 tested, 0.49% active;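 active = B-score above 5 SD of library B-scores, and initial fluorescence ratio not above library mean plus 5 SD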;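 also: positive B-score marks a calcium rise read as TRPC4 activation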
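Assay system: HEK293 stable line with TRPC4beta plus mu-opioid receptor. Times: dye 45 min RT, read 110 s. Measured by: kinetic Fluo4 calcium fluorescence. Measure: B score of integrated ratio. Controls: assay buffer as low control, maximal DAMGO as high control.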
TRPC6 act: mouse TRPC6 channel activation; B-score at 10 µM; Q61143; 310,000 tested, 0.13% active; HEK293-TRPC6 membrane potential dye fluorescence; stronger effect = higher value;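 active = B-score of the integrated fluorescence ratio above library mean plus 3 SD, and starting fluorescence ratio within library mean plus 5 SD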;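 also: higher score means more depolarization so channel activation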
RGS4 inh: human RGS4 inhibition; HEK293 M3R/RGS4 inducible, Fluo-4 calcium flux; stronger effect = higher value; triggered by carbachol at its EC20; B-score at 10 µM; 310,000 tested, 0.45% active; AID 463165;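 active = B-score, a plate-corrected calcium signal, over three deviations above library mean, with baseline fluorescence within five deviations of library mean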;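 also: RGS4 expression induced by doxycycline in cells with stable M3 receptor; B-score is computed from the integrated fluorescence ratio over baseline after carbachol; higher B-score means a larger calcium signal and so more RGS4 inhibition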
Target sequence (P49798 whole entry, looked up): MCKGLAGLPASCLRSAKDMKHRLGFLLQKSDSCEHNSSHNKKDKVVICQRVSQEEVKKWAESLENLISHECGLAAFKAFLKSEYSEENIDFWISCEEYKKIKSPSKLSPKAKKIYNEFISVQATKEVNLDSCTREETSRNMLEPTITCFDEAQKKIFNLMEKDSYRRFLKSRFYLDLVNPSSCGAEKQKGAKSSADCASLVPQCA
ANO1 activ: activators or potentiators of mouse TMEM16A chloride channel; HEK293 TMEM16A/YFP-H148Q/I152L, iodide quench fluorescence; stronger effect = lower value; B-score at 10 µM; 340,000 tested, 0.3% active;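 active = fluorescence-ratio B-score plate-corrected deviation score at least 3 library SD below zero, with starting fluorescence score within 5 deviations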;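 also: channel opened by trigger with iodide after compound preincubation; score built on the fluorescence ratio of max minus min over baseline; more negative score means more quench and so TMEM16A activation or potentiation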
MrgX1 PAM: allosterically activates human MrgX1 receptor signaling; B-score at 10 µM; 310,000 tested, 0.63% active; Q96LB2; MrgX1-HEK293, Fluo-4 calcium flux, FDSS; stronger effect = higher value;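 active = plate-corrected calcium response at least 3 library SD above typical, normal starting fluorescence, not activating the receptor alone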;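 also: compound read alongside a low EC10 to EC30 dose of BAM8-22 agonist; peak minus trough fluorescence over baseline measured at the second addition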
* = called active by the depositor; i = inactive; · = no result given. Not a hit list; about 5.8% have a hit in one of these screens.

canonical_smiles | TRPC4 act | MrgX1 PAM | MrgX1 ag | RGS4 inh | ANO1 block | ANO1 activ | TRPC6 inh | TRPC6 act | TRPC4 potent | MrgX1 antagonist | TRPC4 block
O=[N+]([O-])c1cc2c(c(CSc3nnc4ccccn34)c1)OCOC2 | i | i | i | i | i | i | i | i | i | i | i
O=S(=O)(/N=C(/Nc1ccc(F)cc1F)c1ccc(Cl)cc1)c1ccccc1 | i | i | i | i | i | i | i | i | i | i | i
O=C(COc1ccc(S(=O)(=O)N2CCOCC2)cc1Cl)N1CCOCC1 | i | i | i | i | i | i | i | i | i | i | i
Cc1ccc(S(=O)(=O)NCC[C@@]2(C)C3CCC2(C)C(=O)C3)cc1 (some centres not stated) | i | i | i | i | i | i | i | i | i | i | i
Cc1cc(C)c(C#N)c(SCc2ccc(C#N)cc2)n1 | i | i | i | i | i | i | i | i | i | i | i
Cc1ccc(C(=O)Nc2nnc(S(=O)(=O)N3CCN(c4ccc(F)cc4)CC3)s2)cc1 | i | i | i | i | i | i | i | i | i | i | i
O=C(Nc1ccccc1C(=O)Nc1nnc(C(F)(F)F)s1)c1ccccc1 | i | i | i | i | 100* | -6.18* | -6.96* | i | i | i | i
CCCOc1ccc(N2C(=O)CC(NNC(=O)c3ccc(COc4ccccc4)o3)C2=O)cc1 (configuration not stated) | i | i | i | i | i | i | i | i | i | i | i
CCc1ccccc1NC(=O)C1CCCN1S(=O)(=O)c1ccc(-c2ccc(=O)[nH]n2)s1 (configuration not stated) | i | i | i | i | i | i | i | i | i | i | i
O=C(NC1CCCC1)C(c1ccccc1)N(Cc1ccc2c(c1)OCO2)C(=O)Cc1cccs1 (configuration not stated) | i | i | i | i | i | i | i | i | i | i | i
c1ccc(C2CC(c3ccccc3)n3ncnc3N2)cc1 (configuration not stated) | i | i | i | i | i | i | i | i | i | i | i
CC(NC(=O)c1ccccc1)C(c1cccs1)N1CCOCC1 (configuration not stated) | i | i | i | i | i | i | i | i | i | i | i
COC(=O)c1ccc(CSc2nc3ccc(S(N)(=O)=O)cc3[nH]2)cc1 | i | i | i | i | i | i | i | i | i | i | i
O=C(COC(=O)/C=C/c1cccc([N+](=O)[O-])c1)NCc1ccc2c(c1)OCO2 | i | i | i | i | i | i | i | i | i | i | i
COc1cccc(-n2nnc3c(=O)n(Cc4ccccc4Cl)cnc32)c1 | i | i | i | i | i | i | i | i | i | i | i
COC(=O)c1ccc(/C=N/NC(=O)C2CC(=O)N(c3ccc(F)cc3)C2)cc1 (configuration not stated) | i | i | i | i | i | i | i | i | i | i | i
O=C(/C=C/Nc1ccc(S(=O)(=O)Nc2cnc3ccccc3n2)cc1)c1cccnc1 | i | i | i | i | i | i | i | i | i | i | i
CCOc1ccc(S(=O)(=O)N(CC(=O)O)c2ccc(C)cc2)cc1 | i | i | i | i | i | i | i | i | i | i | ·
COc1ccc(Cl)cc1S(=O)(=O)n1c([N+](=O)[O-])cnc1C | i | i | i | i | i | i | i | i | i | i | i
CCC(=O)NC(=S)Nc1ccccc1OC | i | i | i | i | i | i | i | i | i | i | i
O=C(CN1CCN(Cc2ccc(F)cc2)C1=O)NC1CCCC1 | i | i | i | i | i | i | i | i | i | i | i
CC(C)(C)C(=O)NC1(C(F)(F)F)C(=O)Nc2c1c(=O)[nH]c(=O)n2Cc1ccco1 (configuration not stated) | i | i | i | i | i | i | i | i | i | i | i
CCCCCC(=O)N/N=C(\C)c1ccc(Cl)cc1 | i | i | i | i | i | i | i | i | i | i | i
CCN(CC)CCCNCC(=O)Nc1ccc2c(c1)CCC2 | i | i | i | i | i | i | i | i | i | i | i
CC(O)Cc1cn([C@@H](CCCCN)C(=O)N2CCNCC2)nn1 (some centres not stated) | i | i | i | i | i | i | i | i | i | i | i
O=C(/C=C/Nc1cccc(C(F)(F)F)c1)c1ccc(Oc2ncccn2)cc1 | i | i | i | i | i | i | i | i | i | i | i
Cc1ccc(-c2n[nH]c(=S)n2/N=C/c2c(C)[nH]n(-c3ccccc3)c2=O)cc1 | i | i | i | i | i | i | i | i | i | i | i
CC(=O)Nc1ccc(C(=O)Nc2cc(C(F)(F)F)ccc2-n2cnc3ccccc32)cc1 | i | i | i | i | i | i | i | i | i | i | i
COc1ccc(CN(C(=O)CO/N=C/c2ccccc2)c2ccccc2C(=O)O)cc1 | i | i | i | i | i | i | i | i | i | i | i
COc1ccc(/C=C2\COc3ccccc3C2=O)c(OC)c1 | i | i | i | i | i | i | i | i | i | i | i
COc1ccccc1C(=O)NCCC(=O)Nc1ccc(C)cn1 | i | i | i | i | i | i | i | i | i | i | i
COc1ccccc1NC(=O)C1CCCN1C(=O)NCc1ccccc1 (configuration not stated) | i | i | i | i | i | i | i | i | i | i | i
CC(=O)Nc1ccc(N2C(=O)CC(N3CC(C)OC(C)C3)C2=O)cc1 (configuration not stated) | i | i | i | i | i | i | i | i | i | i | i
CCOC(=O)N1CCN(C(=O)CCc2cc(OC)c(OC)c(OC)c2)CC1 | i | i | i | i | i | i | i | i | i | i | i
O=C(NNc1nc2c(F)cccc2s1)C1=COCCO1 | i | i | i | i | i | i | i | i | i | i | i
O=C1CC2(CCN(C(=O)C3CC(=O)N(c4ccc(F)cc4)C3)CC2)Oc2ccccc21 (configuration not stated) | i | i | i | i | i | i | i | i | i | i | i
CCOC(=O)[C@H]1[C@H]2COc3cc(OC)ccc3[C@@H]2N2C(=O)c3cc(OC)c(OC)cc3NC(=O)[C@@]12C | · | i | i | · | i | i | · | · | · | i | ·
CCOC(=O)C1CCCN(C(=O)c2ccc3oc(CCc4ccccc4)nc3c2)C1 (configuration not stated) | i | i | i | i | i | i | i | i | i | i | i
Cc1c(NC(=O)CC(O)(C(F)(F)F)C(F)(F)F)c(=O)n(-c2ccccc2)n1C | i | i | i | i | i | i | i | i | i | i | i
O=C(/C=C/c1ccc(Cl)c([N+](=O)[O-])c1)NCc1cccnc1 | i | i | i | i | i | i | i | i | i | i | i
O=C(CSc1nc2ncccc2[nH]1)Nc1ccc2c(c1)OCO2 | i | i | i | i | i | i | i | i | i | i | i
CC(=O)NCc1ccc(C(=O)CCl)s1 | i | i | i | i | i | i | i | i | i | i | i
COc1ccc(NC(=O)c2cc(C(C)C)on2)c(OC)c1 | i | i | i | i | i | i | i | i | i | i | i
O=C1CC(c2ccccc2)CC2=C1C(c1ccccn1)Nc1ccccc1N2 (configuration not stated) | i | i | i | i | i | i | i | i | i | i | i
Cc1nnc(N)nc1C | i | i | i | i | i | i | i | i | i | i | i
Cc1ccccc1C(=O)NCCN1CCOCC1 | i | i | i | i | i | i | i | i | i | i | i
COc1cccc(C2=NN(C(=O)c3ccco3)C(c3ccco3)C2)c1 (configuration not stated) | i | i | i | i | i | i | i | i | i | i | -6*
Cc1cccnc1NC(=O)c1ccc(S(=O)(=O)N2CCCCCC2)cc1 | i | i | i | i | i | i | i | i | i | i | i
c1ccc2oc(CCc3nc4ccccc4o3)nc2c1 | i | i | i | i | i | i | i | i | i | i | i
S=C(NCc1ccncc1)Nc1ccccc1 | i | i | i | i | i | i | i | i | i | i | i
COc1ccc(-c2cnnc(N/N=C/c3ccc(C)o3)n2)cc1 | i | i | i | i | i | i | i | i | i | -5.19* | i
O=C(NC1CCS(=O)(=O)C1)c1c(NC(=O)C2COc3ccccc3O2)sc2c1CCCC2 (configuration not stated) | i | i | i | i | i | i | i | i | i | i | i
CCCn1c2ccccc2c2cnn(CC(=O)OC)c(=O)c21 | i | i | i | i | i | i | i | i | i | i | i
N#Cc1nccnc1S(=O)(=O)c1cccs1 | i | i | i | i | i | i | i | i | i | i | i
CCN1CCN(CCCN(Cc2ccco2)C(=S)Nc2cc(Cl)ccc2C)CC1 | i | i | i | i | i | i | i | i | i | i | i
N#Cc1ccccc1NC(=O)CSc1nnc(-c2ccccc2O)n1-c1ccccc1 | i | i | i | i | i | i | i | i | i | i | i
N#C/C(=C\c1cccc(OC(=O)c2cccs2)c1)C(N)=O | i | i | i | i | i | i | i | i | i | i | i
Cn1nccc1C(=O)NC1CCCc2c1cnn2-c1ccc(C(C)(C)C)cc1 (configuration not stated) | i | i | i | i | 25* | i | i | i | i | i | i
COc1cccc(-c2cc(C(=O)N/N=C/c3ccco3)c3ccccc3n2)c1 | i | i | i | i | i | i | i | i | i | i | i
C=CCOC(=O)C1=C(C)NC(C)=C(C(=O)OCC=C)C1/C=C/c1ccccc1 | i | i | i | i | i | i | i | i | i | i | i

Other structures follow:
canonical_smiles | TRPC4 act | MrgX1 PAM | MrgX1 ag | RGS4 inh | ANO1 block | ANO1 activ | TRPC6 inh | TRPC6 act | TRPC4 potent | MrgX1 antagonist | TRPC4 block
CCc1ccc(N(C(=O)c2csnn2)C(C(=O)NC(C)(C)C)c2ccccn2)cc1 (configuration not stated) | i | i | i | i | i | i | i | i | i | i | i
CCN1CCN(C(=O)c2ccc(OCC(=O)Nc3ccc(F)cc3)c(OC)c2)CC1 | i | i | i | i | i | i | i | i | i | i | i
Cc1noc(C)c1COc1ccc(C(=O)OCC(=O)Nc2ccc(C(=O)N(C)C)cc2)cc1 | i | i | i | i | i | i | i | i | i | i | i
CC(=O)C(c1ccccc1)C(c1ccccc1)C(C)[N+](=O)[O-] (configuration not stated) | i | i | i | i | i | i | i | i | i | i | i
CC(=O)Nc1ccc(C(=O)N(C)C(C(=O)Nc2ccc(C)cc2)c2ccccn2)cc1 (configuration not stated) | i | i | i | i | i | i | i | i | i | i | i
Cc1cc2cc(C=O)c(Cl)nc2cc1C | i | i | i | i | i | i | i | i | i | i | i
